# Screening results from PubChem.
# CHO-K1 Ca PAM: counter-screen for M1 PAMs: effect in parental CHO-K1 cells | activation, % at 3 µM | ATP EC20, Fluo-8 calcium fluorescence; 0% at ATP EC20, 100% at ATP max | 360,000 compounds, 0.02% hits;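 active = activation above the run cutoff, the mean activation of all test compounds plus 3 SD, cut at about 40% in these data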;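 also: peak over basal fluorescence ratio in a 140 s read after ATP addition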
# M1 antag: human CHRM1 antagonism; AID 588852; P11229; inhibition, % at 3 µM; 360,000 compounds, 1.3% hits; CHO-K1 hM1, Fluo-8 calcium fluorescence, ACh EC80 antagonist;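 active = percent inhibition above its own plate's cutoff, namely the mean of that plate's compound wells plus 3 SD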;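 also: peak over basal fluorescence ratio during 140 s after agonist addition; 0% = ACh EC80 plus DMSO and 100% = DMSO alone without agonist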
# OXTR potentiate: potentiates the human oxytocin receptor response. CHO-OTR cells, Fluo-8 calcium fluorescence, potentiator mode; 0% = oxytocin EC15, 100% = EC100. activation, % at 3 µM. 320,000 compounds, 0.061% hits;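 active = activation above that plate's cutoff, the mean activation of tested compounds plus 3 SD, cut at about 6.6% in these data, passing the limit was not always enough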;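 also: 100% uses oxytocin at 75 nM as the full agonist control; some results filed as inactive read as strong as hits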
# Target sequence (P30559 whole entry, looked up): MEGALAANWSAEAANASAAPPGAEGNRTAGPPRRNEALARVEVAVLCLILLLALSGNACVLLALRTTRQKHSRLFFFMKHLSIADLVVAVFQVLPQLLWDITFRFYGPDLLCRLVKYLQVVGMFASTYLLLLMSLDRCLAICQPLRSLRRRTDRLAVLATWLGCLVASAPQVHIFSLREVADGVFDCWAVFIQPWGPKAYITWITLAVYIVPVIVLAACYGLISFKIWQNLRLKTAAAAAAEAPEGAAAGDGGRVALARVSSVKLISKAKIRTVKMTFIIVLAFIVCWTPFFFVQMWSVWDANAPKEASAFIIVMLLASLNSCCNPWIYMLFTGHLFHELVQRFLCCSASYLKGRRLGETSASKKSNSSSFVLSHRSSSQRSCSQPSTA
#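 Material: CHO-OTR cells, human receptor; compound dosing: single dose, 3.0 µM nominal final compound concentration; schedule: 6 min compound pre-incubation at room temperature, 100 s kinetic read; measured by: kinetic Fluo-8 calcium fluorescence; read-out basis: % activation vs EC15 and EC100 oxytocin; controls: EC15 oxytocin alone as 0%, 75 nM oxytocin as 100%; replicates: singlicate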
# M1 ag: activates human CHRM1 receptor; CHO-K1 hM1, Fluo-8 calcium fluorescence, agonist mode; 0% DMSO, 100% acetylcholine EC100; activation, % at 3 µM; 360,000 compounds, 0.33% hits; AID 588814;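 active = activation above the run's mean compound activation plus 3 SD, cut at about 16% in these data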;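 also: peak over basal fluorescence ratio within a 140 s kinetic read after compound addition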
# TAAR1 ag: agonists of human TAAR1; activation, % at 3 µM; 360,000 compounds, 0.99% hits; Q96RJ0; CHO RD-HGA16 TAAR1, Fluo-8 calcium fluorescence; vehicle wells 0%, saturating PEA agonist 100%;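 active = activation above the mean activation of all test compounds in the run plus 3 SD, cut at about 38% in these data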
# Target sequence (Q96RJ0 whole entry, looked up): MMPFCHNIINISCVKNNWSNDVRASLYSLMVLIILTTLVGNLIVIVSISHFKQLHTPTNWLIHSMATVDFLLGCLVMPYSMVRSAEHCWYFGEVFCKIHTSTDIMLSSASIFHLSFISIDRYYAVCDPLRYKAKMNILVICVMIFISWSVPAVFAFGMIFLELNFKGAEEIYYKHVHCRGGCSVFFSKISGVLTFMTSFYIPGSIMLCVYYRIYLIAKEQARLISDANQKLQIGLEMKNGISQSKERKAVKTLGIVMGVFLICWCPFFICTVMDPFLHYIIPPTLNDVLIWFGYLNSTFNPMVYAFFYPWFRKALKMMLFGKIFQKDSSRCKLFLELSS
#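 System: CHO-derived RD-HGA16 cells with stable Gα16 and human TAAR1 / Times: 17-24 h plating, Fluo-8 75 min 37 °C, 30 min RT / Technique: calcium-sensitive Fluo-8 signal, excitation 470-495, emission 515-575 nm / Measure: % activation relative to PEA EC100 response / Benchmarks: DMSO and PEA EC100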
# CHO-K1 Ca antag: nonselective inhibitor or artifact in parental CHO-K1 cells; inhibition, % at 3 µM; AID 602250; ATP-induced calcium, Fluo-8 fluorescence; 360,000 compounds, 0.6% hits;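 active = inhibition above a per-plate cutoff, the plate's mean sample inhibition plus 3 SD, cut at about 24% in these data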;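 also: 0% = DMSO plus EC80 ATP and 100% = DMSO alone without ATP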
# TAAR1 antagonist: human TAAR1 antagonism; Q96RJ0; AID 624466; CHO RD-HGA16 TAAR1, Fluo-8 calcium fluorescence, antagonist; 360,000 compounds, 1.5% hits; inhibition, % at 3 µM;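 active = inhibition above a per-plate cutoff, the mean inhibition of test compounds on that plate plus 3 SD, cut at about 49% in these data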;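 also: 0% = DMSO plus EC80 beta-PEA response and 100% = DMSO alone without agonist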
#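 System: RD-HGA16 CHO cells with stable hTAAR1 and Gα16 | Probe or stimulus: EC80 β-phenethylamine stimulus | Dosing: 3 µM, single point | Times: Dye loading 75 min at 37 °C, then 30 min room temperature | Measured by: Fluo-8 calcium-sensitive fluorescence | Read-out basis: % inhibition of agonist calcium response | Replicates: n of 1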
# CHO-K1 Ca ag: M1 agonist counterscreen hit in parental CHO-K1 cells; Fluo-8 calcium fluorescence; scaled to maximal ATP response, vehicle zero; activation, % at 3 µM; 360,000 compounds, 0.48% hits; in the data active = activation above about 15%;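 also: untransfected CHO-K1 host cells lacking M1 receptor as counterscreen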
# CHO parental Ca: counter-screen: ATP calcium response change in parental CHO cells. parental CHO-K1, ATP-induced calcium, Fluo-8 fluorescence. inhibition, % at 5.6 µM. 330,000 compounds, 0.63% hits;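 active = inhibition above that plate's mean sample inhibition plus 3 SD, cut at about 26% in these data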;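 also: 0% = ATP-challenged DMSO wells and 100% = DMSO wells without ATP; some compounds past the cut are filed as inactive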
#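 Test system: untransfected parental CHO cell line; also added: ATP stimulus; dosing: 5.6 µM, single dose; signal: calcium-sensitive Fluo-8 fluorescence; measure: percent inhibition of ATP-evoked calcium rise, normalized to controls; benchmarks: low control ATP plus DMSO, high control DMSO only; replication: one well per compound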
# * = called active by the depositor; nt = not tested or not shown; & = joins results of further samples; ! = repeats disagree.
# Values run as follows: M1 ag	TAAR1 ag	OXTR potentiate	TAAR1 antagonist	CHO parental Ca	CHO-K1 Ca ag	CHO-K1 Ca PAM	M1 antag	CHO-K1 Ca antag
OC[C@@H]1[C@@H](c2ccccc2)C(c2ccc(F)cc2)=NN1c1ccccc1
  -2	nt	nt	nt	-14	0.0	2	-12	-10
C/C(=N\NC(N)=O)c1ccc(-n2ccnc2)cc1
  -4	4	1	-21	-4	0.2	9	-5	8
Cc1cc(C)c2oc(C(=O)N(Cc3ccccc3)C3CCS(=O)(=O)C3)cc(=O)c2c1 (stereo not drawn)
  -3	6	-10	-14	2	2.9	22	-13	-15
Cc1ccccc1Nc1nnc(C)c(=O)[nH]1
  -3	12	-9	-9	2	-0.1	14	-25	-14
Cc1cccc(-n2ncc3c2CCCC3NC(=O)Cn2cccn2)c1C (stereo not drawn)
  1	1	-9	1	-3	1.0	-14	-8	3
Cc1ccc(C=C2SC(=S)N(CCCC(=O)Nc3cccc(C(=O)O)c3)C2=O)cc1
  -2	2	nt	1	nt	0.5	6	-4	10
COC(=O)CCC(=O)N1CCOCCOCCN(C(=O)CCC(=O)OC)CCOCCOCC1
  -4	11	-3	19	-17	0.2	18	-7	-8
Cn1cc(CN2CCN(CCO)CC2)c(-c2ccc(Oc3ccccc3)cc2)n1
  -8	1	-6	-19	-4	0.8	-12	2	3
C[C@H]1CN([C@@H](C)CO)C(=O)Cc2cc(NC(=O)Cc3cn(C)c4ccccc34)ccc2O[C@@H]1CN(C)S(=O)(=O)c1cn(C)cn1
  -3	4	-5	-6	6	0.8	6	-5	1
COC(=O)COc1ccc2occ(C(C)=O)c2c1
  -4	-1	-3	-6	-3	0.4	8	1	-14
O=C(OC1CCN(c2ncc(C(F)(F)F)cc2Cl)CC1)c1ccc(Cl)cc1
  -3	0	1	-2	-2	4.6	7	7	15
O=C(COc1ccc(C(=O)c2ccc(F)cc2)cc1)NCc1ccc(F)cc1
  -3	5	-3	17	-16	7.6	11	0	7
CCCN(CC(=O)Nc1ccc(Cl)cc1Cl)Cc1cc(=O)n2ccsc2n1
  -6	4	-10	-12	-22	5.3	20	3	-8
COc1ccc(OC)c(CNc2ncc(-c3cccc([N+](=O)[O-])c3)n2C)c1
  -9	-1	-1	10	-16	0.5	12	45*	-8
O=C(c1cccc(F)c1)N1CCN(C(=O)C2CC2)CC1
  -4	0	0	1	-11	0.6	16	-5	-3
COc1ccc(NC(=S)NNC(=O)C(C)n2nc(C)c([N+](=O)[O-])c2C)cc1 (stereo not drawn)
  -1	2	2	-9	-9	-0.3	-2	-13	-3
CCCC(=O)Nc1nc2c(s1)COc1ccccc1-2
  1	1	-1	-33	-14	-0.7	-4	-17	13
CCOC(=O)C1CCCN(C(=O)CNC(=O)c2nn(-c3ccc(OC)c(Cl)c3)c(=O)c3ccccc23)C1 (stereo not drawn)
  18*	38*	0	51*	-29	4.7	2	22	0
O=C(O)c1ccccc1C(=O)Nc1nc(-c2ccc3ccccc3c2)cs1
  4	-2	-2	-33	8	-0.8	-2	-3	-6
CN(C(=O)Cc1c(C(=O)O)n(C)c2ccccc12)c1cccc(C(F)(F)F)c1
  -3	-2	-12	3	-6	0.6	-6	-8	7
O=[N+]([O-])c1ccc(S(=O)(=O)Nc2cccc(-c3ccc(N4CCOCC4)nn3)c2)cc1
  1	3	-5	-3	-18	-0.1	-19	-23	5
CCN(CC)c1ccc(/C=N\N2CCN(Cc3ccc(C)cc3)CC2)cc1
  -11	5	-4	-16	-20	0.3	20	-4	-5
Cn1c(N)c(C(=O)COC(=O)C2(c3cccc(F)c3)CCCC2)c(=O)n(C)c1=O
  -1	16	-20	63*	-7	3.1	14	12	0
COc1cc(NC(=O)CCN2CCN(C/C=C/c3ccccc3)CC2)cc(OC)c1
  1	-1	nt	3	nt	0.7	6	1	-1
COC(=O)Nc1sc2c(c1C(=O)NC1CC1)CCCCCC2
  -6	10	2	-1	-12	0.3	4	-2	-8
Cc1ccc2oc(C(=O)N3CCN(Cc4nccn4C)CC3)c(C)c2c1
  -5	-1	-1	-13	-7	1.2	-1	2	-8
Cc1cc(C)c(S(=O)(=O)N/N=C/c2ccc3c(c2)OCO3)c(C)c1
  -3	0	nt	15	nt	0.8	-2	-2	-5
COC(=O)c1c(-c2c(Cl)cccc2Cl)noc1C(=O)NN
  -4	3	-11	3	-25	0.4	14	-15	-15
O=C(COc1ccc(S(=O)(=O)N2CCOCC2)cc1)Nc1ccccc1C(F)(F)F
  -6	5	-1	-3	-9	2.5	23	-4	-12
CS(=O)(=O)Nc1ccc(C(=O)N2CC(=O)Nc3ccccc32)cc1
  -4	1	nt	3	nt	7.8	17	-11	1
CCSc1nnc(NC(=O)CCC2CCCCC2)s1
  -1	0	3	-31	-20	0.4	13	-14	-9
CCCCCCC(=O)Nc1ccc(C(=O)N/N=C/c2cccnc2)cc1
  -3	8	-8	36	-22	2.3	1	7	8
O=C(NCCO)C(=O)NCC1CCCN1S(=O)(=O)c1cccs1 (stereo not drawn)
  -4	1	-6	-15	-6	1.0	17	-11	-4
CN(Cc1cccs1)C(=O)c1cccc(S(=O)(=O)N2CCCCCC2)c1
  -5	4	-2	-6	-17	3.3	-4	-3	-15
COc1cc(OC)cc(C(=O)N2CCN(Cc3ccccc3C(F)(F)F)CC2)c1
  -4	2	-2	-8	-13	0.4	2	-5	-20
CC1CCc2nc3sc4c(c3c(N)c2C1)CCCC4 (stereo not drawn)
  -12	3	-5	-16	-13	-0.2	12	2	0
Cc1nc(C(=O)N2CCOCC2)sc1C1(C)CC(c2ccccc2)=NO1 (stereo not drawn)
  -2	7	-2	-8	-18	-0.2	8	-11	-5
O=C(Nc1cccs1)N1CCN(c2ncccn2)CC1
  -4	5	-12	9	-2	2.6	19	-13	-17
CC[C@@H]1CC2=C(C(=O)OC(C)(C)O2)[C@H](c2ccc(F)cc2)O1
  -5	-1	nt	-12	nt	0.0	14	-14	-23
CC1CCc2c(sc(Nc3nc4c(F)cccc4s3)c2C(N)=O)C1 (stereo not drawn)
  -1	0	-13	-12	-1	5.1	24	2	-6
CCOC(=O)C(C)Sc1nc(-c2ccccn2)ncc1OC (stereo not drawn)
  -13	2	-11	6	-20	6.7	17	-7	0
C/C(=N/NC(=O)CC(=O)N/N=C(\C)c1ccc([N+](=O)[O-])cc1)c1ccc([N+](=O)[O-])cc1
  -3	3	-9	-10	-3	0.5	7	-11	-3
CCOCCCn1c(=O)c2ccccc2n2c(=S)[nH]nc12
  -2	1	-2	-8	-16	0.0	-9	-7	-11
NNC(=O)c1ccc(COc2ccc([N+](=O)[O-])cc2)o1
  -3	4	-11	-2	-36	0.5	-5	-33	-2
Cc1ccc(S(=O)(=O)CCC(=O)OCC(=O)Nc2cccc(S(=O)(=O)N3CCCCC3)c2)cc1
  1	11	nt	13	nt	12	-9	27	15
CCOc1c(OC)cccc1C1CC(=O)Nc2cc3c(cc21)OCCO3 (stereo not drawn)
  2	2	-5	0	-8	0.3	13	-9	10
CN(CC(=O)Nc1ccccc1Cl)C(=O)CCc1nc2ccccc2c(=O)[nH]1
  0	0	2	13	-9	0.1	3	-7	4
COc1cc2c(cc1NC(=O)CCC(=O)O)oc1ccccc12
  -2	0	4	9	-6	0.8	13	-12	-8
CC(Sc1nnc(-c2ccccc2F)n1C1CC1)C(N)=O (stereo not drawn)
  2	3	1	2	-13	0.2	4	-29	-2
CCOC(=O)C1CCCN(C(=O)CN2C(=O)C(CC)Oc3ccc(C)cc32)C1 (stereo not drawn)
  -2	1	-1	-11	-18	0.2	-6	-4	-5

# Structures listed above printed as active in M1 antag.
Molecule	M1 ag	TAAR1 ag	OXTR potentiate	TAAR1 antagonist	M1 antag
COc1ccc(OC)c(CNc2ncc(-c3cccc([N+](=O)[O-])c3)n2C)c1	-9	-1	-1	10	45*

# Further entries follow:
# Values run as follows: M1 ag	TAAR1 ag	OXTR potentiate	TAAR1 antagonist	CHO parental Ca	CHO-K1 Ca ag	CHO-K1 Ca PAM	M1 antag	CHO-K1 Ca antag
O=C(C1=NN(c2ccccc2)C2C(=O)N(c3ccccc3)C(=O)C12)c1ccccc1 (stereo not drawn)
  -3	10	0	-13	-15	0.7	13	3	-10
CCC(C)Sc1cc(-c2nc3ccc(C)cn3c2NCc2ccccc2)ccc1OC (stereo not drawn)
  -6	4	-19	72*	97*	2.8&5.4	-17&-16	63*	25*!
CC(C)COC(=O)N(C)c1ccc(C(O)(C(F)(F)F)C(F)(F)F)cc1
  -4	4	-20	16	16	1.4	-3	-3	9
O=c1cc(N2CCCCCC2)[nH]c(=O)n1-c1ccccc1Cl
  -5	1	2	11	0	-0.1	-3	6	6
CN(C)S(=O)(=O)c1cccc(NC(=O)c2ccc3nccnc3c2)c1
  0	8	-4	-3	-6	3.8	-3	5	-11
Cc1ccc2c(c1)S/C(=C/c1ccc[n+](C)c1)N2CCO
  -5	3	-13	12	-8	-0.4	18	-2	-14
Cc1ccc(CC2CC(=O)N(CCc3ccccc3)C2=O)cc1 (stereo not drawn)
  -4	0	-9	11	-8	0.6	13	4	-9
COc1ccc2c(c1)C(=O)N(c1ccccc1)C(=O)C2
  0	5	-15	-7	-10	0.0	16	-8	1
S=c1[nH]nc(CNc2cccc(Cl)c2)o1
  -5	1	-1	-4	2	-0.2	-7	17	4
O=C(CSc1nnc(SCc2ccc(Cl)cc2)s1)c1ccc2c(c1)OCO2
  -4	3	-9	-12	-5	0.2	8	2	-16
NC(=O)CSc1nnc(-c2ccncc2)n1CCc1ccccc1
  -1	5	-5	-3	4	0.4	22	-14	-3
C/C=C\C(=O)Nc1cccc(C2=NOC3(C2)C[C@H](C(N)=O)N(C(=O)/C=C/CC)C3)c1 (stereo partly drawn)
  -4	8	-9	4	-10	0.3	-11	11	12
CN(C)c1ccc(CN2CCC(C(N)=O)CC2)cc1
  2	9	-10	-9	-4	0.9	17	-9	-16
O=C(Nc1ccc(-c2nc3cc(NC(=O)c4cccs4)ccc3o2)cc1)c1cccs1
  -4	13	-2	-1	-3	0.1	6	0	-16
